Gli-Sufu antag: Gli-Sufu pathway antagonism; hit rate 0.74% among 340,000; Sufu-KO-LIGHT fibroblasts, Gli luciferase reporter luminescence; inhibition, % at 5 µM;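 active = inhibition above about 55%, limit read from the data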;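 note: 0% = DMSO-treated cells and 100% = wells with medium but no cells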
NR3A LBD binder: NR3A (human) ligand-binding domain modulation | NR3A LBD differential scanning fluorimetry, Tm shift; 0% = protein alone, 100% = glycine-bound protein | Tm shift relative to glycine control, % at 25 µM | hit rate 2.5% among 340,000;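 active = melting temperature shift of at least 10% of the positive control shift, at one fixed dose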
MPTP block: blocks calcium-induced mitochondrial swelling; hit rate 1.4% among 360,000; isolated mouse mitochondria, Ca2+ swelling absorbance, 30 min; inhibition, % at 10 µM;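 active = inhibition of 50% or more, scaled per plate between neutral and stimulator controls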;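 note: 0% = DMSO wells given calcium and 100% = 1 mM EGTA wells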
CCR6 antag: blocks CCL20-driven beta-arrestin recruitment at human CCR6; CHO-K1 CCR6 PathHunter beta-arrestin, luminescence, CCL20-stimulated; inhibition, % at 20 µM; P51684; AID 493098; hit rate 0.49% among 340,000;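 active = compounds whose inhibition of the agonist-driven luminescence signal at 20 µM reaches about 50%, limit read from the data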;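 note: cells stimulated with CCL20 at 14 nM final; plate controls were DMSO with CCL20 for no effect and DMSO without agonist for full effect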
CXCR6 block: blocks human CXCR6 beta-arrestin recruitment. AID 602244. hit rate 0.36% among 360,000. CHO-K1 PathHunter CXCR6 beta-arrestin, luminescence. inhibition, % at 20 µM; in the data active = inhibition above about 34%, passing the limit was not always enough;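 note: antagonist mode with CXCL16 agonist at 10 nM final; 0% = 10 nM CXCL16 with DMSO and 100% = unstimulated wells without agonist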
Target sequence (O00574 whole entry, looked up): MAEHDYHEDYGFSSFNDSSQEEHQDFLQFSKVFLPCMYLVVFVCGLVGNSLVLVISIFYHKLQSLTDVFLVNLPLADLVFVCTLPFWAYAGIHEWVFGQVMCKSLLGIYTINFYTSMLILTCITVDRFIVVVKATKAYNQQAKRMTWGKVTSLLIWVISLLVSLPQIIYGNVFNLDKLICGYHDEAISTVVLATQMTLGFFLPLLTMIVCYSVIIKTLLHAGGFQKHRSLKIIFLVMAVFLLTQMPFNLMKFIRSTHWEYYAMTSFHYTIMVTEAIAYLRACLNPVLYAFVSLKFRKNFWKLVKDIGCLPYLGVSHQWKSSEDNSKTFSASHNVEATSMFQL
EBI2 block: blocks human EBI2 receptor beta-arrestin signaling | EBI2 beta-arrestin recruitment, luminescence, 7a,25-OHC stimulated | inhibition, % at 5 µM | AID 651636 | P32249 | hit rate 0.81% among 360,000; in the data active = inhibition above about 38%;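 note: enzyme fragment complementation signal reports receptor beta-arrestin coupling in cells; 0% = agonist plus DMSO wells and 100% = wells without agonist; some results beyond the cut were filed as inactive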
APOBEC3A inh: blocks human APOBEC3A ssDNA deamination; P31941; recombinant A3A, FAM/TAMRA ssDNA deamination fluorescence; inhibition, % at 20 µM; hit rate 0.41% among 330,000; AID 493011;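 active = at least 40% inhibition at 20 µM here, with at most 30% in a related deaminase screen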;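 note: plate controls were A3A with DMSO for no effect and wells lacking A3A enzyme for full effect; some results filed as inactive read as strong as hits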
Target sequence (P31941 whole entry, looked up): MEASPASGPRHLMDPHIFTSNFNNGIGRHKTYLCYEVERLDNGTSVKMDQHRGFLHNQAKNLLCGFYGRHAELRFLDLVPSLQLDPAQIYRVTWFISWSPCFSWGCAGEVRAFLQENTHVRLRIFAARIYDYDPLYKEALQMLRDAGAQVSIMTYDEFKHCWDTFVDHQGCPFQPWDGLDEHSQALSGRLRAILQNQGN
APOBEC3G inh: APOBEC3G (human) deaminase inhibition | hit rate 0.28% among 330,000 | inhibition, % at 20 µM | recombinant A3G, ssDNA deamination FAM/TAMRA fluorescence | Q9HC16;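 active = inhibition of at least 40% at 20 µM, with no more than 30% in the related APOBEC3A deaminase screen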;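 note: plate controls were DMSO wells with A3G for no effect and wells lacking A3G enzyme for full effect; some compounds called inactive have numbers as strong as hits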
Target sequence (Q9HC16 whole entry, looked up): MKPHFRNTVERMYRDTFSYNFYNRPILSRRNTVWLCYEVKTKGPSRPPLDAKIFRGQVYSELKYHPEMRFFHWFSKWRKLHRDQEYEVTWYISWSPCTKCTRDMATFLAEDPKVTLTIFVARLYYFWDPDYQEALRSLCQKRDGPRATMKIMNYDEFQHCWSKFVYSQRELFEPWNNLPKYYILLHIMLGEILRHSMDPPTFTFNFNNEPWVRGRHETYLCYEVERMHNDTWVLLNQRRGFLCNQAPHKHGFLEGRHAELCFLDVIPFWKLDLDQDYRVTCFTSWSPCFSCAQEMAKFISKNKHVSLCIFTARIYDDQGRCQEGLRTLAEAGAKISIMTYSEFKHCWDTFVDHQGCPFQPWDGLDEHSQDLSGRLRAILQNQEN
The depositor's hits bear a star; . = not tested or not shown.

A first look, 2 compounds:
SMILES	Gli-Sufu antag	NR3A LBD binder	MPTP block	CCR6 antag	CXCR6 block	EBI2 block	APOBEC3A inh	APOBEC3G inh
O=C(c1cccn2c(=O)c3ccccc3nc12)N1CCN(c2ccccn2)CC1	5	-1	-1.7	4	4	5	1	0
CCCOc1ccc(CCC(=O)N/N=C/c2ccco2)cc1	-48	2	1.0	2	5	-5	0	-1

All compounds of this part, from the first entry:
SMILES	Gli-Sufu antag	NR3A LBD binder	MPTP block	CCR6 antag	CXCR6 block	EBI2 block	APOBEC3A inh	APOBEC3G inh
O=C(c1cccn2c(=O)c3ccccc3nc12)N1CCN(c2ccccn2)CC1	5	-1	-1.7	4	4	5	1	0
CCCOc1ccc(CCC(=O)N/N=C/c2ccco2)cc1	-48	2	1.0	2	5	-5	0	-1
CC(C)C[C@@H](CN)NC(=O)c1nc[nH]c1C(=O)N[C@@H](CC(C)C)C(=O)CNC[C@H](C)NC(=O)c1nc[nH]c1C(=O)N[C@@H](C)C(=O)O	-6	2	-0.5	-8	-1	-4	.	.
CN1CCN(NC(=O)c2cccs2)CC1	-4	1	-0.4	8	3	-5	1	-1
O=C(CCNC(=O)c1ccc(Br)cc1)NCCCN1CCCC1=O	0	4	-1.2	12	-3	-4	-6	-6
CCc1ccc(CN(C)Cc2nc(Cc3cccc(C(F)(F)F)c3)no2)nc1	9	-3	-0.1	8	-5	7	-1	-3
CC(C)C(OC(=O)CN1C(=O)c2ccccc2C1=O)C(=O)NC1CCCCC1 (stereo not given)	-1	0	0.1	11	2	-1	-7	-8
CCc1c(C)sc(NC(=O)CC#N)c1C#N	25	-3	-0.1	10	-3	7	13	10
CCOC(=O)C1CCCN(Cc2nc(N)nc(Nc3ccc(C)cc3)n2)C1 (stereo not given)	.	-2	-0.7	6	-3	-9	0	-1
CCCc1nnc(NC(=O)CCC(=O)NCCc2ccc(OC)c(OC)c2)s1	-11	-3	-0.4	9	-7	-9	0	-5
CCOC(=O)N1CCC(NC(=O)c2cc(C(=O)Nc3ccc(OC)c(OC)c3)ccc2CO)CC1	3	-1	11	1	-5	-6	-6	-6
CCOc1ccc(CN2C(=O)c3ccccc3C2C(=O)NCC2CCCO2)cc1 (stereo not given)	4	1	0.6	9	1	-5	0	-2
COC1C=CC(CNC(=O)c2cc3c(=O)n4cccc(C)c4nc3n2C)(OC)O1 (stereo not given)	10	0	1.5	13	25	49*	5	-6
COc1ccc2cc(CN(CCO)C(=O)c3ccccc3F)c(=O)[nH]c2c1	-35	-2	1.0	-10	-9	0	7	3
CCCn1cc(CN2CCC(n3nccc3NC(=O)C(OC)c3ccccc3)CC2)c(C)n1 (stereo not given)	5	0	-0.1	3	1	3	0	-2
CCOc1ccc(N2CC(C(=O)Nc3cc(Cl)ccc3-n3cncn3)CC2=O)cc1 (stereo not given)	-7	-2	0.5	-16	-2	9	6	-8
O=C(OCCN=C1NS(=O)(=O)c2ccccc21)c1ccccc1F	-9	1	-0.7	3	-5	-2	-4	-14
NS(=O)(=O)c1ccc(CNC(=O)COc2ccc3c4c(c(=O)oc3c2)CCCC4)cc1	-10	-5	-2.0	18	2	-8	-2	-2
CC(=O)C[C@H](O)CC(=O)[C@H]1OC(=O)[C@H](C)C/C=C\Cc2ccccc21	-1	0	-0.6	-4	-1	-21	5	0
N#Cc1c(NC(=O)CN2CCN(C(=O)c3ccco3)CC2)sc2c1CCCCC2	9	2	0.2	0	-2	5	-4	-6
Cc1ccccc1-c1nc2sc3c(c2c(=O)o1)CCC3	-1	2	6.1	12	13	-1	-5	-1
COc1ccc(NC(=O)C2=NN(c3ccccc3)C(=O)CC2)cn1	-5	1	-1.4	-2	-6	0	0	-6
CCN(CC)C(=O)[C@H]1C[C@H](CC(=O)NCc2ccco2)C(=O)N2CCc3c([nH]c4ccc(Cl)cc34)[C@]12C	7	0	4.7	22	4	6	1	2
Cc1ccc(NC(=S)N(Cc2ccco2)C(C)c2cccs2)c(Cl)c1 (stereo not given)	-4	-1	4.0	18	14	11	2	-2
O=[N+]([O-])c1cccc2cn[nH]c12	-6	2	-3.8	-1	-2	3	1	-6
O=C(CN1CCN(Cc2cccc(Cl)c2)C1=O)NCC1CCCO1 (stereo not given)	5	1	0.9	4	4	-5	2	-5
CCN(CC(=O)Nc1cc(Cl)ccc1C)C(=O)c1nc2nc(C)cc(C)n2n1	0	2	-1.3	13	5	0	7	1
CC(C)(C)OC(=O)N1CCC(CNC(=O)c2ccccc2)CC1	-5	2	0.4	3	-5	8	-1	-5
Cc1nn(-c2ccc(Cl)c(Cl)c2)c(=O)c2ccccc12	-22	0	2.4	-26	16	16	3	-2
Cc1cnc(NC(=O)C(C)N2CCN(C)CC2)s1 (stereo not given)	-7	0	-0.8	-5	2	-6	-1	-13
COc1ccc2[nH]c3c(NCCN(C(C)C)C(C)C)ncnc3c2c1	0	-2	1.1	-1	3	-1	10	-1
CC(C)(C)c1ccc(C(=O)NNC(=S)NCC2CCCO2)cc1 (stereo not given)	2	-4	1.2	11	9	1	-1	1
Cn1cccc1C(=O)NC(=O)COC(=O)c1ccccc1Sc1ccccc1C#N	-6	1	0.4	1	3	-3	4	2
Cc1cc(=O)oc2cc(OCC(=O)Nc3ccc(F)cc3F)ccc12	-16	-1	-0.3	5	0	-2	-2	-9
CCn1c(SCC(=O)Nc2nc(C)cs2)nnc1C(NC(=O)c1ccccc1Cl)C(C)C (stereo not given)	-17	-1	2.4	-10	5	-1	-4	-8
Cc1ccc(C)c2c1c1ccccc1n2C	3	0	-1.5	-2	-10	5	-3	-5
COc1ccc(OC)c(NC(=O)CCc2nnc3ccc(NCc4ccco4)nn23)c1	-2	-1	0.4	8	2	-6	3	5
Cc1ccc(N(CC(=O)NC(C)(C)C)C(=O)CNC(=O)c2cccs2)cc1	4	-4	-1.1	-2	-1	-8	2	-1
O=C(Cc1c(F)cccc1Cl)Nc1nccs1	-12	0	0.4	5	8	2	-2	-10
O=C(Nc1ccc2c(c1)OCO2)Oc1ccccc1	-3	-3	-1.2	13	-11	-2	0	12
COc1ccc(NC(=O)CSc2n[nH]c(C(C)C)n2)c([N+](=O)[O-])c1	-5	0	1.2	1	-6	-5	-2	-3
CC(C)(C)C(=O)Nc1ccnn1C1CCN(C(=O)c2ccc(Cl)cc2F)CC1	-3	1	-0.6	-1	1	5	2	-7
COc1ccc(/C=N/NC(=O)c2ccc(N3CCCC3=O)cc2)cc1	-7	-7	0.8	5	-1	-4	-3	-4
O=C(Cc1c(F)cccc1Cl)NNC(=S)Nc1ccc(S(=O)(=O)Nc2ncccn2)cc1	-2	2	-0.4	32	8	4	-5	1
Cc1ccc(NC(=O)CN(C)C(C)C(=O)N2CC(C)CC(C)C2)cc1 (stereo not given)	13	0	-1.0	7	8	3	0	-7
COc1cc(C(=O)O/N=C2\CCCc3c2ccc(OC)c3[N+](=O)[O-])cc(OC)c1OC	2	-2	0.4	-6	0	-1	-3	-1
O=C(NNC(=O)c1cc(-c2ccccc2)nc2ccccc12)Nc1cccc(Cl)c1	2	26*	3.5	1	-1	-6	1	-5
CC1C(=O)N2CCCc3cc(S(=O)(=O)N(C)c4ccccc4)cc1c32 (stereo not given)	-6	-1	-0.5	10	-3	6	-4	-7
COc1cc(OC)cc(C(=O)NCC(=O)OCC(=O)NC2CCCc3ccccc32)c1 (stereo not given)	4	3	1.2	10	2	-2	-4	-8
CN1CN(C)c2ccc([N+](=O)[O-])c3cccc1c23	21	0	2.9	40	17	1	2	-2
O=C(NCCN1CCOCC1)N1CCOCC1	1	2	-1.3	12	4	-13	-3	-3
CC1C(C#N)=C(N)OC2=C1C(=O)CC(C)(C)C2 (stereo not given)	-1	-1	0.8	5	0	-13	-6	-8
O=C(c1ccco1)N1CCN(Cc2nnc(-c3cccc(Cl)c3)o2)CC1	29	-2	0.6	-2	5	0	-1	-4
O=C(c1ccc(Cl)c(S(=O)(=O)N2CCCCC2)c1)N1CCCC1	-7	3	-0.3	11	-2	5	-1	0
CCn1nc(NS(=O)(=O)c2ccc([N+](=O)[O-])cc2)c2cc3ccccc3nc21	6	1	1.5	14	4	-1	4	7
COc1ccc(OC)c(CN2CCN(C(=O)c3cccc4ccccc34)CC2)c1	7	-10	0.1	3	-1	14	-2	-3
COc1cc(CSc2ncn[nH]2)c(OC)cc1CSc1ncn[nH]1	-1	-1	-1.4	15	4	0	-2	-2
COc1cccc(OCCn2cc(C(=O)c3ccco3)c3ccccc32)c1	5	-28	1.6	4	13	14	0	-3
CCC(C)Cn1c(C(C)C)nc2ccccc21 (stereo not given)	-4	-3	-1.4	0	10	-6	1	3
CCOC(=O)C(Cc1ccc(O)cc1)NC(=O)CNC(=O)C1CCCN1C(=O)OC(C)(C)C (stereo not given)	2	-2	-1.0	-13	-4	8	-4	-6

A run of entries from the list above, as a working copy:
SMILES	Gli-Sufu antag	NR3A LBD binder	MPTP block	CCR6 antag	CXCR6 block	EBI2 block	APOBEC3A inh	APOBEC3G inh
COc1cc(OC)cc(C(=O)NCC(=O)OCC(=O)NC2CCCc3ccccc32)c1 (stereo not given)	4	3	1.2	10	2	-2	-4	-8
CN1CN(C)c2ccc([N+](=O)[O-])c3cccc1c23	21	0	2.9	40	17	1	2	-2
O=C(NCCN1CCOCC1)N1CCOCC1	1	2	-1.3	12	4	-13	-3	-3
CC1C(C#N)=C(N)OC2=C1C(=O)CC(C)(C)C2 (stereo not given)	-1	-1	0.8	5	0	-13	-6	-8
O=C(c1ccco1)N1CCN(Cc2nnc(-c3cccc(Cl)c3)o2)CC1	29	-2	0.6	-2	5	0	-1	-4

Next section
SMILES	Gli-Sufu antag	NR3A LBD binder	MPTP block	CCR6 antag	CXCR6 block	EBI2 block	APOBEC3A inh	APOBEC3G inh
NS(=O)(=O)c1cccc(NS(=O)(=O)c2ccc(/C=C/C(=O)OCC(=O)c3ccc(Br)cc3)cc2)c1	12	-1	0.6	10	2	-2	-2	0
COCCOC(=O)C1=C(C)NC(=O)NC1c1c(OC)ncnc1OC (stereo not given)	5	-2	0.3	7	-1	-1	-2	-4
O=C1C2C3C=CC(C4CC34)C2C(=O)N1/N=C/c1ccc(-c2cccc([N+](=O)[O-])c2)o1 (stereo not given)	36	-6	2.3	-11	-4	-2	0	-5
CCCCN(C(=O)CN1C(=O)C2CCCCC2C1=O)c1c(N)n(Cc2ccccc2)c(=O)[nH]c1=O (stereo not given)	1	-1	-0.8	4	-3	-11	5	-3

Assay outcomes (PubChem)
